Screening results as filed in PubChem BioAssay.
H37Rv inhibition: M. tuberculosis growth inhibition, HTS (AID 449762); inhibition, % at 25 µM; hits with a dose series show IC50 in µM; M. tuberculosis H37Rv growth inhibition, 7H9 media; higher % means a stronger effect; 330,000 tested, 0.59% active; in the data active means a potency from the dose series; inconclusive means inhibition above about 70% without an active follow-up result;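 further: bacterial growth assessed after seven days of incubation; strong numbers were not always called active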
inhibitors of VEEV: inhibitors of VEEV TC-83 cytopathic effect, confirmation, Vero cells (AID 588727); Vero cells, VEEV TC-83 cytopathic effect inhibition; higher % means a stronger effect; inhibition, % at 20 µM; hits with a dose series show IC50 in µM; 350,000 tested, 0.13% active; in the data active means a potency from the dose series; inconclusive means inhibition mostly from about 14% at the one dose, without a potency; inactive means the rest, 99 in 100 with inhibition below about 12%; further: strong numbers were not always called active
M. tuberculosis: growth inhibition of non-replicating M. tuberculosis (AID 488890). Mycobacterium tuberculosis non-replicating, growth inhibition; higher % means a stronger effect. one-dose inhibition, % at 25 µM; IC50 in µM for titrated hits. 320,000 tested, 0.39% active; in the data active means a potency from the dose series; inconclusive means inhibition mostly from about 82% at the one dose, without a potency; inactive means the rest, 99 in 100 with inhibition below about 76%;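 further: plate controls were DMSO cells for no effect and high antibiotic wells for full effect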
PhoP GFP inhibition: PhoP regulon inhibitors, Salmonella typhi PhoP promoter GFP reporter, confirmatory (AID 1850) | Salmonella Typhi PhoP-promoter GFP reporter, fluorescence, 4 h; higher % means a stronger effect | inhibition, % at 50 µM, or IC50 in µM where a hit was titrated | 310,000 tested, 0.33% active; in the data active means a potency from the dose series; inconclusive means inhibition mostly from about 25% at the one dose, without a potency; inactive means the rest, 99 in 100 with inhibition below about 19%;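 further: 0% = induced wells with vehicle and 100% = uninduced wells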
H1N1 NS1A inhibition: H1N1 influenza NS1A inhibitors, functional cell based assay (AID 504329). NS1A functional cell-based assay, percent inhibition; higher % means a stronger effect. inhibition, % at 12.5 µM, or IC50 in µM where a hit was titrated. 340,000 tested, 0.3% active; in the data active means a potency from the dose series; inconclusive means inhibition above about 27% without an active follow-up result; further: strong numbers were not always called active
inhibitors of VEEV 10K pilot screen: further read-out of inhibitors of VEEV, marked with its call; inhibition, %; measured here: 10K pilot screen inhibition
Active calls of the source: *; i = inactive; ? = inconclusive; · = not tested or not shown.

SMILES | H37Rv inhibition | inhibitors of VEEV | M. tuberculosis | PhoP GFP inhibition | H1N1 NS1A inhibition | others
CS(=O)(=O)N1N=C(c2ccco2)CC1c1ccco1 (stereo unspecified) | -4.9% | 0.6% | -16.0% | -6.9% | 0.7%
COc1ccc(NC(=O)c2ccc(-c3ccccc3)cc2)cc1S(=O)(=O)N1CCOCC1 | 6.6% | 1.5% | -7.0% | 0.0% | -0.9%
O=C(COC(=O)CCSc1ccccc1)Nc1ccc(F)cc1Cl | 3.7% | i | 73.2% | -7.3% | 2.2% | inhibitors of VEEV 10K pilot screen=0.4
COc1cc(C(C)=O)ccc1OCC(=O)N(CCC1=CCCCC1)c1c(N)n(Cc2ccccc2)c(=O)[nH]c1=O | 22.7% | 8.5% | 46.7% | -0.5% | -13.7%
COc1cccc(NC(=O)C2CCC(CNS(=O)(=O)c3cccs3)CC2)c1 (stereo unspecified) | -8.4% | 2.6% | 0.0% | 0.7% | 0.2%
Nc1cc(=O)n(Cc2ccccc2)c(=O)n1Cc1ccccc1 | · | 0.2% | · | · | -0.6%
CC(C)OCC1Cn2c(nc3c2c(=O)n(C)c(=O)n3C)O1 (stereo unspecified) | -7.7% | 0.9% | -13.8% | 4.0% | -3.6%
Fc1cccc2sc(N3CCOCC3)nc12 | -4.9% | 5.6% | -5.3% | -3.8% | 7.7%
CC(C)OC(=O)c1cc(NC(=O)C2C3C=CC(O3)C2C(=O)O)cc(C(=O)OC(C)C)c1 (stereo unspecified) | -2.4% | 0.4% | 9.8% | -11.9% | 6.2%
COc1ccc(NC(=O)Cc2c(C)n(C(=O)c3ccc(Cl)cc3)c3ccc(OC)cc23)cc1 | 48.1% | 1.3% | -8.2% | -2.8% | 5.2%
CCOC(=O)C1=C(C)N=c2s/c(=C/c3ccccc3)c(=O)n2C1c1ccc(OC)c(OC)c1 (stereo unspecified) | 7.6% | 1.6% | 2.8% | -7.8% | 5.1%
COc1ccc(S(=O)(=O)NCCOc2ccccc2)cc1OC | -7.8% | i | -7.9% | -11.0% | 3.5%
COCCn1c(C)cc(/C=C(\C#N)C(=O)OCC(=O)Nc2ccc(S(N)(=O)=O)cc2)c1C | · | 4.7% | · | · | -4.9%
O=C(Cc1ccccc1[N+](=O)[O-])OCC(=O)c1c[nH]c2ccccc12 | -3.9% | 3.5% | 4.5% | 1.2% | -13.2%
Cc1cc(C)c2nc(C)cc(Nc3ccc(C(=O)NCCO)cc3)c2c1 | -0.5% | 9.3% | 15.1% | 1.4% | 10.8%
CC(C)n1cnc2c(NCc3ccccc3)cc(N[C@H](C)CO)cc21 | ? | 0.3% | ? | · | 61.9µM*
COc1ccc(N2CCN(C(=O)CN(c3ccccc3)S(C)(=O)=O)CC2)cc1 | -1.4% | 2.1% | 6.4% | -3.8% | -18.9%
Cc1ccc(NC(=O)N2CCCC2C(=O)Nc2ccc3c(c2)OCCO3)cc1 (stereo unspecified) | 7.7% | 1.4% | -13.5% | -1.6% | 7.5%
CSc1ncccc1C(=O)OCC(=O)c1ccc(C)s1 | -10.7% | 1.3% | 64.8% | · | -7.4%
CCOC(=O)CC(=O)CSc1nc2c(sc(=S)n2-c2ccccc2)c(=O)[nH]1 | -3.4% | i | 19.2% | 1.0% | 6.4%
O=C(NCc1cccs1)Nc1ccc2c(c1)OCO2 | -26.6% | 5.9% | 0.2% | 3.0% | 18.5%
Cc1nc2nc3c(cn2n1)C(=O)CCC3 | -5.8% | i | -8.9% | 2.1% | -8.1%
CCOC(=O)C1=C(C)NC(=O)NC1c1ccc(N(CC)CC)cc1 (stereo unspecified) | -4.1% | 1.1% | 3.0% | · | 6.6%
COc1ccccc1C(=O)NCC(c1cccs1)N1CCc2ccccc21 (stereo unspecified) | 12.0% | 7.9% | 1.4% | -2.3% | 4.7%
Cc1cc(C)nc(SCc2ccc(C(=O)N/N=C/c3ccncc3)cc2)n1 | 57.1% | 2.7% | 16.7% | 4.1% | 2.8%

Carrying on.
SMILES | H37Rv inhibition | inhibitors of VEEV | M. tuberculosis | PhoP GFP inhibition | H1N1 NS1A inhibition | others
COC(=O)C1=C(C(=O)OC)[C@@H]2Nc3ccccc3[C@@]23C[C@@H](C(=O)OC)N(C(=O)c2ccco2)C3=N1 | -7.8% | 0.4% | -23.4% | -4.8% | -6.2%
c1ccc(CNCCCNCCCCNCCCNCc2ccccc2)cc1 | · | 2.9% | · | · | 3.1%
O=C1N=C(N2CCCCC2)S/C1=C\c1ccncc1 | 7.6% | 4.9% | 7.1% | -0.1% | 3.2%
CCO[C@@H]1OC(C(=O)NC2CC2)=C[C@H](c2ccc(C(F)(F)F)cc2)[C@H]1CCCO | 0.4% | i | -16.4% | 9.0% | 5.8%
CCOC(=O)c1cc2ccc(OC)c(OC)c2c(=O)s1 | 0.8% | 4.0% | 2.4% | -16.6% | -17.6%
NC(=S)Cc1nc2n(n1)Cc1ccccc1-2 | -4.7% | i | 4.5% | -12.8% | -8.0%
CCOC(=O)N1CCN(C(=O)c2ccc(S(=O)(=O)Nc3cccc(C(F)(F)F)c3)cc2)CC1 | 8.4% | 5.8% | 8.1% | 7.1% | -1.4%
CCN1C(=O)/C(=C\C=C2/C=CC=CN2CC)SC1=S | 12.9% | 0.6% | 17.5% | 1.9% | 27.4%
O=C(Nc1ccc(Br)cc1)c1ccc(CSC2=NCCS2)cc1 | -8.5% | 1.6% | 32.9% | 5.0% | -17.7%
COc1ccccc1N1CCN(Cc2ccc(-c3ccccc3[N+](=O)[O-])o2)CC1 | 2.1% | 0.3% | 40.4% | -0.1% | 8.2%
COc1cc(N=c2oc3c(C)ncc(CO)c3cc2C(N)=O)cc(OC)c1OC | -0.4% | 4.6% | 0.6% | -3.3% | 1.0%
Cc1ccc(-c2nnc(SCC(=O)NC3CCCC3)n2C)cc1 | -12.0% | 0.8% | -4.7% | -8.5% | 10.3%
CCC(=O)Nc1nc2ccc(NC(=O)c3cc(OC)c(OC)c(OC)c3)cc2s1 | 5.5% | 9.0% | 8.6% | 6.9% | 9.9%
CCC(C)n1cnc2c(c1=O)c1nc3ccccc3nc1n2-c1ccc2c(c1)OCCO2 (stereo unspecified) | 7.0% | i | -1.5% | 3.4% | 7.6%
Cc1ccc(OCc2nnc(NC(=O)OCC(C)C)s2)c(C)c1 | -0.5% | · | -6.6% | 6.2% | ·
O=C(Nc1ccc2c(c1)OCO2)C1CCCN1C(=O)Nc1ccccc1F (stereo unspecified) | -12.3% | 0.4% | 1.7% | -7.3% | -3.2%
S=C(Nc1ccc(Cl)cc1Cl)Nn1cnnc1 | 3.7% | i | 32.8% | -1.9% | 6.7%
Cc1ccc(C(=O)NC(NCc2ccco2)C(Cl)(Cl)Cl)cc1 (stereo unspecified) | -0.6% | i | 14.7% | 3.4% | -1.7%
Cc1cc(C2=CC(C)(c3cc(C)oc3C)Nc3nc(C(F)(F)F)nn32)c(C)o1 (stereo unspecified) | 7.7% | · | 18.7% | 9.7% | ·
O=C(COC(=O)Cc1c(Cl)cccc1Cl)NCc1ccco1 | -0.7% | 3.3% | 62.0% | · | -4.6%
COC(=O)c1cccc(NC(=O)CN2C(=O)C3CCCCC3C2=O)c1 (stereo unspecified) | · | 0.9% | · | · | 11.4%
CC(=O)N1CC[n+]2c(-c3ccc(Cl)cc3)csc21 | -4.4% | 0.2% | 43.8% | -8.5% | -3.1%
Cn1c(=O)c2[nH]c(CCCc3ccc([N+](=O)[O-])cc3)nc2n(C)c1=O | · | i | · | · | -3.7%
O=C(CCc1ccccc1)NC(NC(=S)Nc1ccc(Br)cc1)C(Cl)(Cl)Cl (stereo unspecified) | 0.1% | 0.4% | 6.1% | 0.0% | -0.8%
CN1CCN(C(=O)c2ccc3c(Cl)c4c(nc3c2)CCCC4)CC1 | 3.4% | i | -4.5% | 9.5% | -5.1%

6 structures out of the list, ordered by number of heavy atoms, lowest first:
SMILES | H37Rv inhibition | inhibitors of VEEV | M. tuberculosis | PhoP GFP inhibition | H1N1 NS1A inhibition | others
O=C1N=C(N2CCCCC2)S/C1=C\c1ccncc1 | 7.6% | 4.9% | 7.1% | -0.1% | 3.2%
O=C(COC(=O)Cc1c(Cl)cccc1Cl)NCc1ccco1 | -0.7% | 3.3% | 62.0% | · | -4.6%
O=C(CCc1ccccc1)NC(NC(=S)Nc1ccc(Br)cc1)C(Cl)(Cl)Cl (stereo unspecified) | 0.1% | 0.4% | 6.1% | 0.0% | -0.8%
Cc1cc(C2=CC(C)(c3cc(C)oc3C)Nc3nc(C(F)(F)F)nn32)c(C)o1 (stereo unspecified) | 7.7% | · | 18.7% | 9.7% | ·
CCC(C)n1cnc2c(c1=O)c1nc3ccccc3nc1n2-c1ccc2c(c1)OCCO2 (stereo unspecified) | 7.0% | i | -1.5% | 3.4% | 7.6%
COC(=O)C1=C(C(=O)OC)[C@@H]2Nc3ccccc3[C@@]23C[C@@H](C(=O)OC)N(C(=O)c2ccco2)C3=N1 | -7.8% | 0.4% | -23.4% | -4.8% | -6.2%

Continuation.
SMILES | H37Rv inhibition | inhibitors of VEEV | M. tuberculosis | PhoP GFP inhibition | H1N1 NS1A inhibition | others
Cc1ccc(N(C(=O)Cn2nnc(-c3ccc(C)o3)n2)C(C(=O)NC2CCCC2)c2ccncc2)cc1 (stereo unspecified) | 1.3% | i | -27.7% | 13.0% | 4.6%
COc1ccc(-c2nc3ccccc3c(=O)o2)cc1 | 23.5% | 0.7% | ? | 0.4% | -11.4%
O=C(O)CCCNS(=O)(=O)c1cccc2nsnc12 | 3.2% | 2.4% | -0.8% | -11.4% | 10.4%
O=C(N/N=C/c1cccc([N+](=O)[O-])c1)C1CC(=O)N(c2ccc(Cl)cc2)C1 (stereo unspecified) | -6.7% | 9.7% | 3.7% | 1.8% | 6.2%
Cc1nn(C(C)C(=O)Nc2ccc3c(c2)OCO3)c(C)c1[N+](=O)[O-] (stereo unspecified) | 5.0% | 4.7% | 1.2% | 8.9% | 8.5%
CCn1c(=O)cc(OCC(=O)NC(C)c2ccc3c(c2)OCCO3)c2ccccc21 (stereo unspecified) | -3.9% | 5.8% | -9.8% | -7.1% | 0.6%
COc1ccc([N+](=O)[O-])cc1NC(=O)CC(c1ccccc1)c1ccccc1 | 10.9% | 6.7% | -4.2% | -7.6% | 1.6%
COc1cccc(N2CCN(C(=O)C3CCC(=O)N(C4CCCCCC4)C3)CC2)c1 (stereo unspecified) | -5.4% | 7.2% | 13.8% | 1.0% | 2.6%
O=Nc1c(-c2ccccc2)[nH]n(-c2ccccc2)c1=O | 55.4% | 1.7% | · | -5.2% | 20.5%
CCN(CC)S(=O)(=O)c1ccc(N2CCN(S(=O)(=O)c3ccccc3)CC2)nc1 | · | 2.0% | · | · | -3.8%
Cc1nonc1OC(C)CNCCNc1ccc([N+](=O)[O-])cc1 (stereo unspecified) | 3.1% | 31.2% | 10.8% | -1.8% | ·
CCn1cc(/C=C/C(=O)Nc2c(C)nn(Cc3ccccc3)c2C)cn1 | 0.0% | 1.6% | 6.4% | -3.0% | -14.2%
CN1C(=O)C2(OCCCO2)c2cc(Cl)ccc21 | -2.0% | i | 0.2% | 5.8% | -9.9%
O=[N+]([O-])c1cc([N+](=O)[O-])c(Oc2ccc(Br)cc2Br)cc1NN1CCCCC1 | -6.7% | 0.9% | 2.9% | -6.7% | -0.2%
Cc1cccc(C)c1OCCSc1nc2ccccc2n1CC(=O)O | -9.4% | 0.9% | -11.9% | -3.8% | -5.4%
C/C(=N\Nc1nnc(-c2ccccc2)c(-c2ccccc2)n1)c1cccc([N+](=O)[O-])c1 | · | 4.8% | · | 4.2% | 7.5%
O=C(NCC(=O)N1CCCC1)c1ccccc1F | -0.1% | 0.5% | 11.9% | -1.6% | 3.7%
CN(C)c1ccc(CCc2ccc(N)cc2)cc1 | 2.1% | 5.5% | 4.8% | -11.0% | 14.3%
Cc1cc(C)c2c(NC(=O)CCl)nn(C)c2n1 | ? | ? | 55.9% | -1.9% | -1.1%
Cc1cccc(C)c1NC(=O)CSc1nnc(C)n1CC1CCCO1 (stereo unspecified) | -1.4% | i | -4.7% | 1.0% | -5.9%
O=C(Cc1ccc(F)cc1)N[C@@H]1c2ccccc2CC[C@@H]1OCc1ccccc1 | · | i | · | · | 5.6%
Cc1cc(C)c(S(=O)(=O)NCCC2CCCN2C)c(C)c1 (stereo unspecified) | -15.7% | i | 7.8% | -2.0% | 0.7%
O=C(c1ccc(F)cc1)N(c1ccccn1)C1CCCCC1 | -4.7% | 0.3% | -4.5% | 1.9% | 2.0%
